Screening results (PubChem BioAssay)
14-3-3 PPI = modulators of human 14-3-3 gamma - Raf peptide interaction; AID 422; FP, 14-3-3gamma / TMR-pS259-Raf peptide binding; P61981; inhibition, % at 40 µM; 160,000 tested, 0.19% active; in the data active = inhibition above about 30%;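 also: 0% = protein plus tracer without compound and 100% = blank with tracer alone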
Target sequence (P61981 whole entry, looked up): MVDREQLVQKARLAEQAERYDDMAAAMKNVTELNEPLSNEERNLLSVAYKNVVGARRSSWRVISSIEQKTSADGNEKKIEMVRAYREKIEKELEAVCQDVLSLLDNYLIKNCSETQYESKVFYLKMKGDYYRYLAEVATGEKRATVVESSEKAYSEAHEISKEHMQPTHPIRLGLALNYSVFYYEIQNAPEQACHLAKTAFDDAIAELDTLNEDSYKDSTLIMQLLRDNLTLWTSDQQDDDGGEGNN
Numbers without * were called inactive; & = joins results of further samples. This is a subset; rates above refer to the full screens.

`Cc1cc(C)n(-c2nnc(C)n2/N=C/c2cc(Br)ccc2OCc2ccccc2)n1` gave 14-3-3 PPI 0.
Screening CC(=O)C1=NN(c2ccccc2)C(c2cccs2)N1c1ccc(N(C)C)cc1 (stereo not drawn) returned 14-3-3 PPI 0.
`O=C(Nc1cnc2sc3c(n2c1=O)CCCC3)c1ccc(F)cc1` gave 14-3-3 PPI -6.
COc1ccc(COC(=O)C2=C(C)NC3=C(C(=O)CC(c4cccs4)C3)C2c2cccs2)cc1 (stereo not drawn) was read as 14-3-3 PPI -31.
For Fc1ccccc1C1C=C(c2cccc(Br)c2)Nc2nc3ccccc3n21 (stereo not drawn) the results were 14-3-3 PPI -11.
For O=C(CSc1nnc(CNc2ccccc2)o1)N1CCN(C(=O)c2ccco2)CC1 the results were 14-3-3 PPI -8.
For CC1(C)CC(=O)C2=C(C1)C(c1ccc(-c3cccc([N+](=O)[O-])c3)o1)Nc1ccc3ccccc3c12 (stereo not drawn) the results were 14-3-3 PPI -9.
`COc1ccc(S(=O)(=O)N(Cc2nc3ccccc3c(=O)[nH]2)C2CCCC2)cc1` gave 14-3-3 PPI 0.
CC(C)Sc1oc(-c2ccco2)nc1S(=O)(=O)c1ccccc1 was read as 14-3-3 PPI -48.
`COC(=O)c1sc(NC(=O)c2ccccc2Cl)nc1C` gave 14-3-3 PPI -7.
For COC(=O)C1=C(C)NC(=O)CC1c1cc(Br)ccc1F (stereo not drawn) the results were 14-3-3 PPI -3.
For Cc1nc(N2CCCC2)c2c3c(sc2n1)CCC3 the results were 14-3-3 PPI 0.
Oc1ccccc1-c1nc2c3c(-c4ccccc4)c(-c4ccccc4)n(Cc4ccco4)c3ncn2n1 was read as 14-3-3 PPI -9.
`Cc1ccc(S(=O)(=O)c2nc(NC3CCS(=O)(=O)C3)sc2Cl)cc1` (stereo not drawn) gave 14-3-3 PPI -4.
CCCCN1C(=O)C(NC(C)=O)c2ccccc21 (stereo not drawn) was read as 14-3-3 PPI 2.

Next section; it opens with the seven that closed the last part.
CC(C)Sc1oc(-c2ccco2)nc1S(=O)(=O)c1ccccc1 was read as 14-3-3 PPI -48.
`COC(=O)c1sc(NC(=O)c2ccccc2Cl)nc1C` gave 14-3-3 PPI -7.
For COC(=O)C1=C(C)NC(=O)CC1c1cc(Br)ccc1F (stereo not drawn) the results were 14-3-3 PPI -3.
For Cc1nc(N2CCCC2)c2c3c(sc2n1)CCC3 the results were 14-3-3 PPI 0.
Oc1ccccc1-c1nc2c3c(-c4ccccc4)c(-c4ccccc4)n(Cc4ccco4)c3ncn2n1 was read as 14-3-3 PPI -9.
`Cc1ccc(S(=O)(=O)c2nc(NC3CCS(=O)(=O)C3)sc2Cl)cc1` (stereo not drawn) gave 14-3-3 PPI -4.
CCCCN1C(=O)C(NC(C)=O)c2ccccc21 (stereo not drawn) was read as 14-3-3 PPI 2.
`CCCOc1ccccc1-c1nc2c([nH]1)c(=O)[nH]c(=O)n2C` gave 14-3-3 PPI -17.
For N#Cc1ccc(NC(=O)c2nn3c(c2Cl)NC(c2ccc(Cl)cc2)CC3C(F)(F)F)cc1 (stereo not drawn) the results were 14-3-3 PPI -6.
COCCOC(=O)c1c(C)oc2ccc(OC(=O)c3sc4ccccc4c3Cl)cc12 was read as 14-3-3 PPI -4.
For COc1cc2c(cc1OC)C(c1sccc1C)CC(=O)N2 (stereo not drawn) the results were 14-3-3 PPI -4.
`CCSCCOC(=O)C1=C(C)NC2=C(C(=O)CCC2)C1c1ccccc1Cl` (stereo not drawn) gave 14-3-3 PPI -20.
Screening O=C(CN1CCN(c2ccccc2F)CC1)c1ccc2c(c1)OCO2 returned 14-3-3 PPI -7.
CC(C)(C)c1ccc(C(=O)Nc2ccc(NC(=O)c3ccc4ccccc4c3)cc2)cc1 was read as 14-3-3 PPI -1.
COc1cccc(OC)c1C(=O)Nc1c(C)n(C)n(-c2ccccc2)c1=O was read as 14-3-3 PPI 2&-1.
For CCCC1=C(C(=O)OCC)C(c2ccccc2OC)NC(=O)N1 (stereo not drawn) the results were 14-3-3 PPI -4.
For Cc1ccc(NC(=O)c2cccs2)cc1NC(=O)c1ccco1 the results were 14-3-3 PPI -10.
Screening CN(C(=O)c1nn2c(c1Br)NC(c1cccs1)CC2C(F)(F)F)C1CCCCC1 (stereo not drawn) returned 14-3-3 PPI -5.
For CC(C)CCn1c(SCCN2CCOCC2)nc2c1c(=O)[nH]c(=O)n2C the results were 14-3-3 PPI -9&-6.
For COc1cccc(NC(=O)c2cc(-c3ccc(Br)s3)nc3ccccc23)c1 the results were 14-3-3 PPI 0.
CCOC(=O)c1[nH]c(C)c(C(=O)OCC(=O)NC(=O)NC(C)(C)C)c1C was read as 14-3-3 PPI -6.
Screening OC(CN1C2=NCCCN2c2ccccc21)c1ccc2c(c1)OCO2 (stereo not drawn) returned 14-3-3 PPI -2.
`CCOCCCNC(=O)c1cc2cc3ccc(C)cc3nc2s1` gave 14-3-3 PPI -2.
Screening CC(C)(C)c1ccc(S(=O)(=O)NCC(=O)N2CCN(C(=O)c3ccco3)CC2)cc1 returned 14-3-3 PPI -1.
O=C(CN1CCN(c2ccc(Cl)cc2)CC1)Nc1ccc(F)c(F)c1 was read as 14-3-3 PPI -4.
Screening CCc1ccccc1NC(=O)C(C)Oc1ccc(OC)cc1 (stereo not drawn) returned 14-3-3 PPI 18.
Cc1ccc(C(=O)NCc2ccccc2)cc1 was read as 14-3-3 PPI -12.
O=C(Cc1cccc2ccccc12)Nc1ccccc1-c1nc2ccccc2s1 was read as 14-3-3 PPI -8.
COc1ccc(CNC(=O)c2ccc(CS(=O)(=O)c3ccc(Cl)cc3)o2)cc1 was read as 14-3-3 PPI 1.
`Cc1ccc(C)c(Oc2coc3cc(OC(=O)c4cccc(Cl)c4)ccc3c2=O)c1` gave 14-3-3 PPI -33.
For COc1cc(C(=O)N2N=C(C(F)F)CC2(O)C(F)F)cc(OC)c1OC (stereo not drawn) the results were 14-3-3 PPI 0.
`CCOc1ccc(N2CC(C(=O)NC(C)c3ccccc3)CC2=O)cc1` (stereo not drawn) gave 14-3-3 PPI 0.
`CC(=O)Nc1ccc(C(=O)Nc2ccc(C(C)C)cc2)cc1` gave 14-3-3 PPI -4.
For S=c1[nH]nc(-c2sc3ccccc3c2Cl)o1 the results were 14-3-3 PPI -23.
`O=C(NCC1CCCO1)C1c2ccccc2C(=O)N1C1CCCC1` (stereo not drawn) gave 14-3-3 PPI -4.
For COc1ccc(CCNC(=O)c2c(O)c3cccc4c3n(c2=O)CC4)cc1 the results were 14-3-3 PPI -3.
Screening Cc1ccc(NC(=O)c2cc3c(CO)cnc(C)c3oc2=O)c(F)c1 returned 14-3-3 PPI -1.
For O=C(COc1ccccc1)NCC(=O)NC1=NCCS1 the results were 14-3-3 PPI -10.
COc1ccc(Cc2nc3c4c(-c5ccccc5)c(-c5ccccc5)oc4ncn3n2)cc1 was read as 14-3-3 PPI -2.
CCOC(=O)c1c(NC(=O)COc2ccc(Cl)cc2)sc2c1CCCC2 was read as 14-3-3 PPI 5.
`Cc1ccc(NC(=O)Cn2cc(F)c(=O)n(CC(=O)Nc3ccc(C)cc3)c2=O)cc1` gave 14-3-3 PPI -3.
`CCOC(=O)c1c(N=c2oc3cc(O)ccc3cc2C(=O)Nc2ccc(OC)cc2)sc2c1CCCC2` gave 14-3-3 PPI -134.
For CCOCCOC(=O)C1=C(C)NC2=C(C(=O)CC(c3ccc(OC)cc3)C2)C1c1ccc([N+](=O)[O-])cc1 (stereo not drawn) the results were 14-3-3 PPI 5.
Cc1ccc(C)c(S(=O)(=O)c2c(N)n(/N=C/c3ccco3)c3nc4ccccc4nc23)c1 was read as 14-3-3 PPI -110.
Screening COC(=O)c1sc2ccccc2c1NC(=O)c1ccc(S(=O)(=O)N2CC3(C)CC2CC(C)(C)C3)cc1 (stereo not drawn) returned 14-3-3 PPI -5.
`CCSC1=NCN(CCCC(=O)O)CN1` gave 14-3-3 PPI 1&-5.
O=C(c1ccc(Cl)cc1)N(Cc1cccs1)C1CCS(=O)(=O)C1 (stereo not drawn) was read as 14-3-3 PPI 1.
CCc1ccccc1NC(=O)c1c(NC(=O)C(C)(C)C)sc2c1CCC2 was read as 14-3-3 PPI -21.
For O=C(Cn1nnc(-c2ccccc2)n1)OCc1csc(-c2ccccc2)n1 the results were 14-3-3 PPI 2.
`Cc1cc(-c2ccccc2)n[nH]1` gave 14-3-3 PPI -5.
Screening Cc1nn2c3c(cnc2c1-c1ccccc1)C(=O)CCC3 returned 14-3-3 PPI -5.
Screening CC(CCc1ccccc1)NC(=O)COC(=O)C1=COCCO1 (stereo not drawn) returned 14-3-3 PPI -8.

Molecules listed so far that contain bromine, in the order listed:
`Cc1cc(C)n(-c2nnc(C)n2/N=C/c2cc(Br)ccc2OCc2ccccc2)n1` gave 14-3-3 PPI 0.
For Fc1ccccc1C1C=C(c2cccc(Br)c2)Nc2nc3ccccc3n21 (stereo not drawn) the results were 14-3-3 PPI -11.
For COC(=O)C1=C(C)NC(=O)CC1c1cc(Br)ccc1F (stereo not drawn) the results were 14-3-3 PPI -3.
Screening CN(C(=O)c1nn2c(c1Br)NC(c1cccs1)CC2C(F)(F)F)C1CCCCC1 (stereo not drawn) returned 14-3-3 PPI -5.
For COc1cccc(NC(=O)c2cc(-c3ccc(Br)s3)nc3ccccc23)c1 the results were 14-3-3 PPI 0.

More entries follow.
Screening COc1ccc(-c2ccc3c(N)c(C(=O)Nc4cc(OC)c(OC)c(OC)c4)sc3n2)cc1 returned 14-3-3 PPI -13.
CCOC(=O)CN(Cc1ccc(F)cc1)S(=O)(=O)c1ccc(Cl)cc1 was read as 14-3-3 PPI -7.
Screening CCOC(=O)c1ccccc1NC(=O)c1oc(=O)c2ccccc2c1-c1ccccc1 returned 14-3-3 PPI -3.
Screening COc1ccc(NC(=O)CCS(=O)(=O)c2nc(-c3cccs3)cc(C(F)(F)F)n2)cc1OC returned 14-3-3 PPI -21.
Screening O=C(CSc1nnnn1-c1cccc2ccccc12)Nc1ccccc1Oc1ccccc1 returned 14-3-3 PPI 1.
`O=C(NCc1ccc(F)cc1)C1CCC(=O)N1C1CCCCC1` (stereo not drawn) gave 14-3-3 PPI -8.
Screening CCC(C)C(NC(=O)c1ccc(Cl)cc1)C(=O)O (stereo not drawn) returned 14-3-3 PPI -2.
CCn1cc(C(=O)OC(C)C(=O)Nc2c(C)n(C)n(-c3ccccc3)c2=O)c(=O)c2ccc(C)nc21 (stereo not drawn) was read as 14-3-3 PPI -5.
CCN(CC)c1ncnc2c1c(-c1ccccc1)cn2-c1cccc(C(F)(F)F)c1 was read as 14-3-3 PPI -26.
O=C1CC(c2ccccc2)CC(O)=C1C=NCCN1CCNCC1 (stereo not drawn) was read as 14-3-3 PPI -6.
For COC(=O)c1cn(C(=O)c2cccs2)c2ccccc12 the results were 14-3-3 PPI -8.
Screening COc1ccc(C2CC(c3ccc(OC)cc3)n3nc(N)nc3N2)cc1 (stereo not drawn) returned 14-3-3 PPI -6.
CNS(=O)(=O)c1ccc(NC(=O)C(CCSC)NC(N)=O)cc1 (stereo not drawn) was read as 14-3-3 PPI -8.
For CC(C)C(NC(=O)c1ccc(S(=O)(=O)N2CCOCC2)cc1)c1nc2ccccc2[nH]1 (stereo not drawn) the results were 14-3-3 PPI -1.
Screening O=C1NC(c2ccc3c(c2)OCO3)C(C(=O)c2cccs2)C(O)(C(F)(F)F)N1 (stereo not drawn) returned 14-3-3 PPI -6.
`COc1ccc(C(=O)c2ccc(Br)cc2)cc1C` gave 14-3-3 PPI -2.
`Cc1ccc(-c2nc3ccccc3s2)cc1NC(=O)COc1ccc([N+](=O)[O-])cc1` gave 14-3-3 PPI -23.
`Nc1c(C(=O)Nc2ccccc2Br)sc2nc(-c3ccncc3)ccc12` gave 14-3-3 PPI -54.
`Cc1nc(NCCO)c(C#N)c2c1COC(C)(C)C2` gave 14-3-3 PPI -6.
For O=C(CSc1cccs1)N1c2ccccc2Sc2ccccc21 the results were 14-3-3 PPI -12.
Screening CCSc1nc(-c2ccc([N+](=O)[O-])cc2)nc2c1c(=O)n(C)c(=O)n2C returned 14-3-3 PPI 3.
COCCNC(=O)CN1CCOc2ccccc21 was read as 14-3-3 PPI -5.
`CCOC(=O)C1=CN(c2ccc(C)c(C)c2)C=C(C(=O)OCC)C1c1ccccc1F` gave 14-3-3 PPI -1.
For CCN(CC)C(=O)c1ccc(NS(=O)(=O)c2ccccc2)cc1 the results were 14-3-3 PPI 2.
CCOCCCNC(=O)c1ccc2c(c1)NC(=O)C(N1CCOCC1)S2 (stereo not drawn) was read as 14-3-3 PPI -1.
Screening CCOC(=O)c1ccc(Nc2nnc3nc(C)cc(C)n23)cc1 returned 14-3-3 PPI -10.
For CC(=O)Nc1ccccc1NC(=O)CC(C)(C)C the results were 14-3-3 PPI 4.
For CCCN1Cc2cccc(C(=O)NCc3ccc4c(c3)OCO4)c2C1=O the results were 14-3-3 PPI -4.
Screening CN(C)CCNC(=O)C1(O)c2ccccc2NC(=O)N1c1ccccc1 (stereo not drawn) returned 14-3-3 PPI -6.
Screening COc1ccc(C(=O)Oc2ccc(C)nc2)cc1[N+](=O)[O-] returned 14-3-3 PPI -3.
For COc1cccc2cc(-c3nnc(NCc4ccccc4)s3)c(=O)oc12 the results were 14-3-3 PPI -3.
CCC(C)(C(=O)NC1CCCC1)N(C(=O)Cc1cccs1)c1ccccc1 (stereo not drawn) was read as 14-3-3 PPI 2.
O=c1cc(O)c2c(n1-c1ccccc1)CCCC2 was read as 14-3-3 PPI -7.
Screening COC(=O)C1=NN(C(=O)c2ccc(Br)cc2)C2C(=O)N(c3ccc(C)cc3)C(=O)C12 (stereo not drawn) returned 14-3-3 PPI -60.
CCOC(=O)c1c(C)oc2c1c1c(c3ccccc32)OCN(Cc2cccnc2)C1 was read as 14-3-3 PPI -7.
`N#CCc1nnc2n1CCCCC2` gave 14-3-3 PPI -1.
`CCN(CC)CCn1c(C)nc2ccccc21` gave 14-3-3 PPI 13.
`CCC(=O)N1c2ccc(S(=O)(=O)CCC(=O)N3CCc4ccccc43)cc2CC1C` (stereo not drawn) gave 14-3-3 PPI 12.
Screening CC(Oc1ccc(Cl)cc1Cl)C(=O)NCCCn1ccnc1 (stereo not drawn) returned 14-3-3 PPI -1.

Retrieved one by one from above (2):
CCOC(=O)c1c(C)oc2c1c1c(c3ccccc32)OCN(Cc2cccnc2)C1 was read as 14-3-3 PPI -7.
CCC(C)(C(=O)NC1CCCC1)N(C(=O)Cc1cccs1)c1ccccc1 (stereo not drawn) was read as 14-3-3 PPI 2.
